# TEAD-YAP block – TEAD-YAP interaction inhibition; HEK-TIYL cells, TEAD-Gal4/YAP UAS-luciferase luminescence; inhibition, % at 9.12 µM; hit rate 1.4% among 640,000; AID 1259422; in the data active = inhibition above about 32%;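 note: 0% = median of test compound wells and 100% = reference inhibitor wells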
# FBW7 activator – activators of human E3 ligase FBW7; hit rate 0.13% among 650,000; normalized activity (activation), % at 26.1 µM; Q969H0; AlphaScreen FBW7–phospho-cyclin E peptide binding, activator screen; in the data active = normalized activity above about 1.9%;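 note: purified mutant Fbw7 with reduced substrate affinity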
# Target sequence (Q969H0 whole entry, looked up): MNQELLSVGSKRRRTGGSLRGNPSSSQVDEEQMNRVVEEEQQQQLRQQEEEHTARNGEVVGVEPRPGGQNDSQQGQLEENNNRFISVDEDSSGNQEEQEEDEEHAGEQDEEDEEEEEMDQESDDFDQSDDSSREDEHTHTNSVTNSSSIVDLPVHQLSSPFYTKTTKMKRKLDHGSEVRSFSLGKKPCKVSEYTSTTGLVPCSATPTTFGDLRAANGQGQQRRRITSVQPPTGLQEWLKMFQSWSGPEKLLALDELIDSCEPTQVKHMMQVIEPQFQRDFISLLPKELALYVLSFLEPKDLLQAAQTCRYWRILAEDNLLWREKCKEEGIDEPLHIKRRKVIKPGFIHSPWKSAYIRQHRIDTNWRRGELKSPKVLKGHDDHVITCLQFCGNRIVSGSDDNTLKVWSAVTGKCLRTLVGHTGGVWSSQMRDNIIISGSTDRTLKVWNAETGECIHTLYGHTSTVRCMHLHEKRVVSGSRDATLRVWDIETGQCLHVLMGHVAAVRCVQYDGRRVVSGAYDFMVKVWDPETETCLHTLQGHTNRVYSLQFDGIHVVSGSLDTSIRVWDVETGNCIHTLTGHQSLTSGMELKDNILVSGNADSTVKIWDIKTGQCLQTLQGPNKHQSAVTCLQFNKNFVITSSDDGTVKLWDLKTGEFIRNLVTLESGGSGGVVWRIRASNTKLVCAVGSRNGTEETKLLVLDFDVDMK
# GPR151 activ – activators of human GPR151. Q8TDV0. PathHunter beta-arrestin GPR151 cells, luminescence. activation, % at 11.2 µM. hit rate 1% among 650,000; in the data active = activation above about 4.9%;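 note: 0% = median of compound wells and 100% = cells with positive control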
# MITF primary – inhibitors of human MITF; O75030; AlphaScreen MITF homodimerization, bead proximity signal; inhibition, % at 2.6 µM; hit rate 0.91% among 650,000; AID 1259374; in the data active = inhibition above about 50%;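 note: 0% = vehicle wells with protein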
# Active calls of the source: *; . = no result given; & = joins results of further samples; ! = not confirmed by another sample. An unsorted share of the library. About 3.5% of those tested had a hit in this group.
SMILES,TEAD-YAP block,FBW7 activator,GPR151 activ,MITF primary
O=C1OC(Nc2ccc3c(c2)OCO3)c2ccccc21 (stereo unspecified),-32,0.2,0.1,20
CC[C@H](C)[C@H](NC(=O)[C@H](CCC(N)=O)NC(=O)[C@H](CCCNC(=N)N)NC(=O)[C@H](CO)NC(=O)[C@H](Cc1c[nH]cn1)NC(=O)[C@@H]1CCCN1C(=O)[C@H](C)NC(=O)[C@H](CO)NC(=O)[C@H](CC(C)C)NC(=O)CNC(=O)[C@@H]1CCCN1C(=O)[C@H](CCC(N)=O)NC(=O)[C@H](CCC(N)=O)NC(=O)[C@H](CCCNC(=N)N)NC(=O)[C@H](CO)NC(=O)CNC(=O)[C@H](CO)NC(=O)[C@H](CO)NC(=O)[C@H](CCC(=O)O)NC(=O)[C@@H]1CCCN1C(=O)[C@@H]1CCCN1C(=O)[C@@H]1CCCN1C(=O)[C@H](CO)NC(=O)[C@H](CC(C)C)NC(=O)[C@H](CO)NC(=O)[C@@H](NC(=O)CN)[C@@H](C)O)C(=O)N1CCC[C@H]1C(=O)N[C@@H](C)C(=O)N1CCC[C@H]1C(=O)N[C@@H](CCC(N)=O)C(=O)NCC(=O)N[C@@H](C)C(=O)N[C@H](C(=O)N[C@@H](CC(C)C)C(=O)N[C@H](C(=O)N[C@@H](CCC(N)=O)C(=O)N[C@@H](CCCNC(=N)N)C(=O)N[C@@H](CCC(=O)O)C(=O)N[C@@H](CCCCN)C(=O)N[C@@H](CC(=O)O)C(=O)N[C@@H](CC(C)C)C(=O)N1CCC[C@H]1C(=O)N[C@@H](CC(N)=O)C(=O)N[C@@H](Cc1ccc(O)cc1)C(=O)N[C@@H](CC(N)=O)C(=O)N[C@@H](Cc1c[nH]c2ccccc12)C(=O)N[C@@H](CC(N)=O)C(=O)N[C@@H](CO)C(=O)N[C@@H](Cc1ccccc1)C(=O)NCC(=O)N[C@@H](CC(C)C)C(=O)N[C@@H](CCCNC(=N)N)C(=O)N[C@@H](Cc1ccccc1)C(N)=O)C(C)C)C(C)C,.,0.1,2.9,5
CC(C)n1cnc2c(NCc3nc4ccccc4[nH]3)nc(N3CCc4ccccc4C3)nc21,-4,-0.2,1.5,5
COc1cccc(NC(=O)CSc2nnc(-c3ccc(Br)cc3)o2)c1,-37,0.0,1.4,-3
N#CCNC(=O)c1ccccc1Oc1ccccc1,-2,0.3,-0.2,-2
COc1ccc(N/C(C)=C/C(=O)c2ccc(OC)cc2)cc1,2,-0.3,1.2,11
CN1CCCC(C(=O)NCCc2nnc3n2CCN(Cc2cccc(F)c2)CC3)C1 (stereo unspecified),0,0.0,3.7,-2
COC(=O)C(C)Sc1ccc2nnc(-c3ccncc3)n2n1 (stereo unspecified),-6,0.1,0.5,-17
Cc1nc2cc(C(=O)NCC3CCCO3)ccc2n1-c1ccc(F)c(F)c1 (stereo unspecified),4,-0.2,0.7,3
O=C(NC1CCCC1)c1csc(-c2cnccn2)n1,10,-0.2,-2.1,2
CC1=C(C(=O)OC(C)C)C(c2ccc(C)o2)C2=C(CC(c3cccs3)CC2=O)N1 (stereo unspecified),3,0.3,0.3,14
COc1cn(CC(=O)NCc2ccc(C)cc2)c(CN2CCN(c3ccc(F)cc3)CC2)cc1=O,-3,0.0,-0.2,-1
CCOC(=O)c1cc(S(=O)(=O)N(C)c2cccc(C)c2)cn1C,-1,-0.3,-0.1,-6
O=C(Nc1ccccc1)/C(=C/c1ccc2c(c1)OCO2)NC(=O)c1ccccc1Cl,-6,0.1,0.3,-18
CCc1ccc(-n2c(=S)sc3c(=O)n(-c4ccccc4OC)c(SCC(=O)Nc4nccs4)nc32)cc1,2,0.6,-0.7,-11

# Limited to TEAD-YAP block, for some of the entries so far:
SMILES | TEAD-YAP block
N#CCNC(=O)c1ccccc1Oc1ccccc1 | -2
CCc1ccc(-n2c(=S)sc3c(=O)n(-c4ccccc4OC)c(SCC(=O)Nc4nccs4)nc32)cc1 | 2

# (more compounds)
SMILES,TEAD-YAP block,FBW7 activator,GPR151 activ,MITF primary
Oc1ccccc1-c1nc(/C=C/c2cccs2)no1,-46,0.0,1.1,-1
c1ccc(-c2nc(-c3ccncc3)cc(N3CCCCC3)n2)cc1,8,0.1,-0.8,3
Cc1nc(C)c(CCNC(=O)C2CCCCC2)s1,-27,-0.2,0.9,-1
CCOC(=O)CSc1nc2c(c(=O)n1-c1ccc(OCC)cc1)SCC2,-11,0.0,1.1,1
O=C(CN1CCC(n2nnc3ccccc32)CC1)Nc1ccc2c(c1)CCC2,0,-0.1,-0.4,5
c1cncc(CNc2nc(NC3CC3)c3ncn(-c4ccsc4)c3n2)c1,40*,-0.1,0.5,7
CN(C)CCn1nnnc1SCC1=C(C(=O)O)N2C(=O)[C@@H](NC(=O)Cc3csc(N)n3)[C@H]2SC1,3,0.3&-0.2,-1.8&-1.1,68*!
COc1cc(Nc2nccn3c(-c4ccoc4)cnc23)cc(OC)c1OC,1,0.2,-0.1,5
COC(=O)c1c(NC(=O)c2cccc(F)c2)sc2c1CCC(C(C)(C)C)C2 (stereo unspecified),-2,0.0,-0.9,2
Cc1ccc(NC(=O)C2CCCN(S(=O)(=O)c3ccc4c(c3)oc(=O)n4C)C2)c(C)c1 (stereo unspecified),-5,0.2,0.1,-4
Cc1ccc(-c2noc(CSc3nc(C)cc(=O)[nH]3)n2)cc1,-1,-0.2,0.1,10
CS(=O)(=O)N1CCC(n2nc(C3CC3)ccc2=O)CC1,4,0.0,0.3,-9
Clc1cccc(-n2ncc3c(NCCCn4ccnc4)ncnc32)c1,56*,-0.1,-1.7,-4
S=c1[nH]nc(Cc2cccs2)n1-c1ccc2c(c1)OCCO2,1,0.1,-1.3,-9
COCCNC(=O)c1cccnc1SCC(=O)NCc1ccccc1,-12,0.5,0.0,-8
Cn1cc(CN[C@H]2C[C@H]3C(=O)N[C@H](CO)C(=O)N3C2)c(-c2ccccc2)n1,-19,0.7,-0.4,18
COC(=O)c1ccc(C2/C(=C(/O)c3ccc(Cl)cc3)C(=O)C(=O)N2CC(C)C)cc1 (stereo unspecified),6,0.1,0.0,14
CCCOc1ccc(/C(O)=C2\C(=O)C(=O)N(CCCN(C)C)C2c2cccc(Oc3ccccc3)c2)cc1C (stereo unspecified),0,0.0,1.8,10
O=C(Nc1ccc(SC(F)F)cc1)c1ccc(CO)cc1,-54,0.1,0.5,10
CC1CCN(c2nn3c(=O)c4ccccc4nc3c3ccccc23)CC1,-7,0.1,2.6,-3
COc1ccccc1NC(=O)Nc1nnc(CC2=CCCCC2)s1,0,0.0,0.5,-6
O=C(CC1C(=O)NCCN1C1CCCC1)NC1(c2ccccc2)CC1 (stereo unspecified),5,-0.1,-0.7,12
N=c1c(C(=O)NCc2cccnc2)cc2c(=O)n3ccccc3nc2n1CCO,13,0.0,1.2,7
Cc1cc(NC(=O)Nc2ccccc2[N+](=O)[O-])no1,-10,0.0,-1.4,5
COc1ccccc1C(=O)NC(=O)Nc1c(C)cc(C)cc1C,6,0.0,0.3,10
CCOc1ccc(NC(=O)CSC2=C(C#N)C(c3ccc(C)o3)C(C(=O)Nc3ccccc3OC)=C(C)N2)cc1 (stereo unspecified),7,0.2,-1.3,15
O=C(CSc1nc(=O)n(CCCN2CCOCC2)c2c1CCC2)N1CCCc2ccccc21,8,0.3,-1.0,16
CC(NC(=O)c1cnc2n(c1=O)CCS2)C12CC3CC(CC(C3)C1)C2 (stereo unspecified),-3,-0.1,-0.3,6
CCOC(=O)c1c(NC(=O)c2ccc(Cl)cc2)sc(C(=O)N2CCOCC2)c1C,3,0.0,-0.4,3
O=CN1CCN(S(=O)(=O)c2cccc(C(F)(F)F)c2)CC1,-1,-0.1,0.7,-3
O=C(C1CCCN(c2ccc(-c3ccc(Cl)cc3)nn2)C1)N1CCOCC1 (stereo unspecified),-19,-0.3,-1.4,6
CC1=C(C(=O)OCC(C)C)Sc2ccc(C(F)(F)F)cc2N1,-13,-0.1,-1.8,-8
Cc1cc2nnc(SCC(=O)NC34CC5CC(CC(C5)C3)C4)n2c2ccccc12,-4,0.0,-1.4,-2
CC(=O)NCCCNc1nc2ccc(C)cc2cc1C#N,-8,0.3,-1.0,12
O=C(c1ccccc1C(=O)N1CCc2ccccc2C1)N1CCc2ccccc2C1,10,0.6,0.2,3
O=C1CCCN1c1ccc(S(=O)(=O)Oc2cccc([N+](=O)[O-])c2)cc1,52*,-0.1,-0.8,-2
COCCN1CCCc2ccc(NC(=O)Cc3cccc(C)c3)cc21,-1,-0.2,4.5,3
CSc1nc2sc3c(c2c(=O)[nH]1)CC(C)(C)OC3,4,0.1,-1.9,14
O=C1N(c2ccc3c(c2)OCO3)C(c2ccccc2)C1(F)F (stereo unspecified),8,-0.1,1.2,-10
CN(C)CC(C)(O)c1ccc2c(c1)CN(C/C=C/c1ccco1)CCO2 (stereo unspecified),1,0.1,0.0,-5
CC1=C(C#N)C(c2ccc(Cl)c(Cl)c2)C2=C(CC(C)(C)CC2=O)N1 (stereo unspecified),11,0.0,0.1,-9
CC(C)CCCN=Cc1c(O)n(-c2ccc(Br)cc2)c(=O)[nH]c1=O,8,0.0,0.3,12
CS(=O)(=O)Nc1ccc(C(=O)CC2(O)C(=O)Nc3ccccc32)cc1 (stereo unspecified),0,0.0,2.1,3
CCOC(=O)c1c(NC(=O)CSc2ncn[nH]2)sc(C)c1C,2,-0.1,-0.7,1
Cc1cc[n+](CC(O)COc2ccccc2)cc1 (stereo unspecified),6,0.2,0.9,-14
CCc1cccc(NS(=O)(=O)c2cn(CC(=O)OC)c3ccc([N+](=O)[O-])cc23)c1,1,0.3,0.9,6
CC1CN(Cc2cccc3nccnc23)Cc2ccccc2O1 (stereo unspecified),-4,0.8,0.3,13
COc1ccc(OC)c(NC(=S)NC2CC2)c1,-4,-0.1,-1.0,6
CC1(C)CC(=O)C2=C(C1)Nc1cc(C(=O)c3ccccc3)ccc1NC2c1ccc(F)cc1 (stereo unspecified),24,-0.1,0.0,-7
CCCC(=O)NC(=S)Nc1ccccc1[N+](=O)[O-],7,-0.3,-1.1,4
O=C(Nc1ccc(F)cc1)c1ccccc1[N+](=O)[O-],8,0.2,1.4,4
Cc1ccn2c(NC(=O)c3ccc([N+](=O)[O-])cc3)c(-c3ccccc3)nc2c1,-19,-0.1,-1.0,-8
CCn1c2ccccc2n2c(=O)c3cccnc3c(C#N)c12,8,0.0,-1.7,-2

# Molecules above that have a halogen:
SMILES,TEAD-YAP block,FBW7 activator,GPR151 activ,MITF primary
COc1cccc(NC(=O)CSc2nnc(-c3ccc(Br)cc3)o2)c1,-37,0.0,1.4,-3
CN1CCCC(C(=O)NCCc2nnc3n2CCN(Cc2cccc(F)c2)CC3)C1 (stereo unspecified),0,0.0,3.7,-2
Cc1nc2cc(C(=O)NCC3CCCO3)ccc2n1-c1ccc(F)c(F)c1 (stereo unspecified),4,-0.2,0.7,3
COc1cn(CC(=O)NCc2ccc(C)cc2)c(CN2CCN(c3ccc(F)cc3)CC2)cc1=O,-3,0.0,-0.2,-1
O=C(Nc1ccccc1)/C(=C/c1ccc2c(c1)OCO2)NC(=O)c1ccccc1Cl,-6,0.1,0.3,-18
COC(=O)c1c(NC(=O)c2cccc(F)c2)sc2c1CCC(C(C)(C)C)C2 (stereo unspecified),-2,0.0,-0.9,2
Clc1cccc(-n2ncc3c(NCCCn4ccnc4)ncnc32)c1,56*,-0.1,-1.7,-4
COC(=O)c1ccc(C2/C(=C(/O)c3ccc(Cl)cc3)C(=O)C(=O)N2CC(C)C)cc1 (stereo unspecified),6,0.1,0.0,14
O=C(Nc1ccc(SC(F)F)cc1)c1ccc(CO)cc1,-54,0.1,0.5,10
CCOC(=O)c1c(NC(=O)c2ccc(Cl)cc2)sc(C(=O)N2CCOCC2)c1C,3,0.0,-0.4,3
O=CN1CCN(S(=O)(=O)c2cccc(C(F)(F)F)c2)CC1,-1,-0.1,0.7,-3
O=C(C1CCCN(c2ccc(-c3ccc(Cl)cc3)nn2)C1)N1CCOCC1 (stereo unspecified),-19,-0.3,-1.4,6
CC1=C(C(=O)OCC(C)C)Sc2ccc(C(F)(F)F)cc2N1,-13,-0.1,-1.8,-8
O=C1N(c2ccc3c(c2)OCO3)C(c2ccccc2)C1(F)F (stereo unspecified),8,-0.1,1.2,-10
CC1=C(C#N)C(c2ccc(Cl)c(Cl)c2)C2=C(CC(C)(C)CC2=O)N1 (stereo unspecified),11,0.0,0.1,-9
CC(C)CCCN=Cc1c(O)n(-c2ccc(Br)cc2)c(=O)[nH]c1=O,8,0.0,0.3,12
CC1(C)CC(=O)C2=C(C1)Nc1cc(C(=O)c3ccccc3)ccc1NC2c1ccc(F)cc1 (stereo unspecified),24,-0.1,0.0,-7
O=C(Nc1ccc(F)cc1)c1ccccc1[N+](=O)[O-],8,0.2,1.4,4
